NOD1 inhibition = NOD1 signaling inhibitors, primary screen, cell-based, luminescence, uHTS (AID 1578). NOD1-driven NF-kB luciferase reporter cells, luminescence; higher % means a stronger effect. inhibition, % at 4 µM, or EC50 in µM where a hit was titrated. hit rate 1% among 290,000; in the data active = inhibition mostly above about 36%, no sharp cut-off; inactive = mostly below about 34%;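 also: HEK-293T reporter cells stimulated with the NOD1 agonist gamma-tri-DAP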
HEK293 NOD2/NF-kB = inhibition of NOD2-driven NF-kB reporter – cell-based, luminescence, uHTS, HEK293 (AID 1566). one-dose inhibition, % at 4 µM; EC50 in µM for titrated hits. HEK293 NOD2/NF-kB luciferase reporter, luminescence; higher % means a stronger effect. hit rate 0.63% among 290,000; also: many of its hits are not listed in these tables
GPR55 antagonists = inhibition of LPI-stimulated GPR55 beta-arrestin translocation – imaging, U2OS, beta-arrestin-GFP, LPI agonist, primary screen (AID 2013). U2OS GPR55 beta-arrestin-GFP translocation imaging, LPI antagonism; higher % means a stronger effect. inhibition, % at 10 µM; hits with a dose series show IC50 in µM. hit rate 0.13% among 290,000;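 active = spots per cell inhibited over 60%, with over 100 cells counted and total cytoplasm intensity under 500,000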;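 also: U2OS cells stably carrying GPR55 and arrestin-GFP stimulated by 5 µM LPI near EC80; imaged beta-arrestin-GFP aggregate spots per cell after agonist stimulation; plate controls were LPI-stimulated DMSO wells for no effect and DMSO wells without LPI for full effect; some results filed as inactive read as strong as hits; confirmed hits need IC50 under 10 µM and bright autofluorescent wells are also inconclusive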
KOR beta-arrestin-1 = KOR agonists, beta-arrestin recruitment, primary screen, cell-based, luminescence, uHTS (AID 1777) | activation, % at 10 µM; hits with a dose series show EC50 in µM | hit rate 0.02% among 280,000 | KOR beta-arrestin recruitment, luminescence; higher % means a stronger effect; in the data active = activation above about 50%, passing the limit was not always enough; also: a part of the inactive calls stands beside numbers as strong as those of hits
MgcRacGAP inhibition = MgcRacGAP GTPase-activating activity inhibitors, confirmation, biochemical, ADP Hunter fluorescence | AID 624330 | inhibition, % at 30 µM, or IC50 in µM where a hit was titrated | MgcRacGAP-stimulated Rac1 GTP hydrolysis, ADP Hunter fluorescence; higher % means a stronger effect; GST-tagged Rac1 F28L mutant substrate | hit rate 0.6% among 340,000;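 active = first-screen hits whose inhibition reached a set limit at any dose in the follow-up dose series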;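 also: fluorescence reports GDP produced by GAP-driven GTP hydrolysis; strong numbers were not always called active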
GPR55 beta-arrestin = selective activators of receptor GPR55 – imaging, U2OS cells, beta-arrestin-GFP redistribution, primary screen (AID 1961); hit rate 0.048% among 290,000; activation, % at 10 µM, or EC50 in µM where a hit was titrated; U2OS GPR55 beta-arrestin-GFP redistribution imaging; higher % means a stronger effect;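 active = activation above 40% with more than 50 cells counted in the well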;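 also: U2OS osteosarcoma cells stably expressing GPR55 and beta-arrestin-GFP; plate controls were DMSO negative control for no effect and LPI positive control for full effect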
HIV fusion peptide = inhibitors of HIV fusion peptide binding, primary screen, biochemical, uHTS, fluorescence dequenching (AID 1986); cell-free peptide binding, fluorescence dequenching, 30 min; higher % means a stronger effect; one-dose inhibition, % at 20 µM; IC50 in µM for titrated hits; hit rate 0.3% among 290,000; in the data active = inhibition mostly above about 52%, no sharp cut-off; inactive = mostly below about 76%; also: some results filed as inactive read as strong as hits
KOR beta-arrestin-2 = kappa opioid receptor blockers – cell-based, luminescence, uHTS (AID 1778); inhibition, % at 10 µM, or IC50 in µM where a hit was titrated; KOR beta-arrestin recruitment, luminescence, antagonist mode; higher % means a stronger effect; hit rate 0.091% among 290,000; also: strong numbers were not always called active
Large T inhibition = SV40 large T antigen inhibitors, biochemical (AID 1903). hit rate 0.39% among 310,000. inhibition, % at 20 µM, or IC50 in µM where a hit was titrated. SV40 large T antigen ATPase/helicase inhibition assay; higher % means a stronger effect; in the data active = a potency from the dose series; also: strong numbers were not always called active
* hit, by the source's call; / = not tested or not shown; [ ] = dose if it differs, or a comment. Rule as the data show it, unless noted: active = inhibition above about 50%; inactive = the rest. This is a subset (hit frequency here may not be typical).

Values run as follows: KOR beta-arrestin-1, KOR beta-arrestin-2, GPR55 beta-arrestin, MgcRacGAP inhibition, HEK293 NOD2/NF-kB, Large T inhibition, GPR55 antagonists, NOD1 inhibition, HIV fusion peptide
CC(C)(C)C(=O)Nc1nc2c(s1)CN(Cc1ccccc1)CC2
→ -3.0%, -22%, -0.1%, 2%, -63%, 10%, -9%, -57%, 2.5%
O=C1CCCCC1C(O)c1ccc(Cl)cc1 (configuration not stated)
→ 0.3%, 18%, 0.7%, /, 2%, 8%, -11%, -7%, -1.0%
CCCC(=O)NCc1nc2ccccc2n1C
→ 2.9%, -14%, 0.0%, 0%, 5%, 4%, 3%, /, 0.5%
CN(C)N1C(N)=C(C#N)C(c2cccc([N+](=O)[O-])c2)C2=C1CC(C)(C)CC2=O (configuration not stated)
→ -0.9%, 31%, -0.1%, /, 1%, /, 1%, 1%, 1.0%
Cn1c(SCC(=O)c2ccc(F)cc2)nnc1-c1cccnc1
→ -1.4%, -14%, -0.8%, 9%, 21%, 7%, 12%, -21%, 1.0%
COc1ccccc1N1CCN(C(=O)c2ccc([N+](=O)[O-])s2)CC1
→ -2.5%, 14%, -0.2%, 11%, 3%, 7%, -2%, -24%, -3.8%
Cc1ccc(S(=O)(=O)N2CCC(O)(c3cccnc3)CC2)cc1
→ -0.5%, -7%, -0.1%, 10%, 3%, 5%, -6%, 0%, -1.1%
Cc1cccc(NC(=O)CCn2nc(C)cc2C)c1
→ 10%, -29%, -0.1%, 3%, -3%, 13%, 6%, -7%, 1.3%
NS(=O)(=O)c1ccc(CCNC(=O)CCCCCn2c(=S)[nH]c3ccc(Br)cc3c2=O)cc1
→ 66%, -76%, -0.5%, 4%, 16%, 6%, 12%, -27%, -0.3%
CC(Oc1ccc(Br)cc1)C(=O)NCc1ccccn1 (configuration not stated)
→ -3.7%, -24%[20 µM], -0.1%, 3%, 1%, 3%, 14%, -16%, -0.9%
Cc1nnc(N/N=C/c2c(O)n(-c3cccc(C(F)(F)F)c3)c(=O)c3ccccc23)[nH]c1=O
→ -0.8%, 17%, -0.2%, /, 7%, 15µM*, -1%, -4%, 36%
COc1ccc(CCNS(=O)(=O)c2cccc(S(=O)(=O)N3CCCC3)c2)cc1OC
→ 7.7%, -14%, -0.1%, 1%, -4%, -2%, -1%, -20%, -1.2%
Cc1cc(C)n(Cc2ccc(C(=O)O)cc2)n1
→ -7.1%, -14%, 0.3%, 5%, 10%, 11%, 1%, -1%, 5.1%
COC(=O)c1cc2sc(Cl)cc2n1CC(=O)N1CCCc2ccccc21
→ 2.4%, -25%, -0.1%, 2%, -21%, 4%, 1%, 6%, 1.1%
CC(C)(C)NC(=O)C(c1ccncc1)N(C(=O)c1csnn1)c1cccc2ccccc12 (configuration not stated)
→ -5.4%, -8%[20 µM], 0.2%, 16%, 10%, 4%, 0%, -26%, -1.1%
O=C(/C=C/c1ccccc1)Nc1ccc(C(=O)N2CCCCC2)cc1
→ 9.0%, -7%, -0.2%, 8%, 9%, 7%, 7%, -12%, 0.7%
COCCNC(=S)Nc1ccccc1Cc1ccccc1
→ -0.1%, 32%, -0.9%, 7%, -7%, 1%, 17%, 45%*, -2.3%
O=c1[nH]c(=S)[nH]c2c1C(c1cc([N+](=O)[O-])c(N3CCOCC3)cc1N1CCOCC1)O2 (configuration not stated)
→ -6.3%, 30%, -0.2%, 3%, 7%, 9%, 12%, -16%, -0.8%
O=C(c1cccn(Cc2ccc(Cl)c(Cl)c2)c1=O)N1CCOCC1
→ 3.6%, -12%, -0.1%, 15%, -14%, 3%, 18%, 0%, 0.1%
Cc1ccc(NC(=S)NNc2ncc(C(F)(F)F)cc2Cl)c(C)c1
→ -1.8%, 39%, -0.2%, 0%, 21%, 8%, 6%, 18%, -0.3%
COc1ccc2c(c1)OC1=C(C(=O)CCC1)C2C1=C(O)CCCC1=O (configuration not stated)
→ -3.2%, -5%, -0.1%, 4%, 7%, 5%, -6%, -2%, 2.7%
Cc1ccc(NC(=O)NNC(=O)c2snnc2C)cc1
→ 2.3%, -31%, 0.1%, 6%, -1%, 17%, -16%, -35%, -1.2%
COc1cccc(CNC(=O)CN2C(=O)CCSc3ccc(S(=O)(=O)N4CCCC4)cc32)c1
→ 0.4%, 1%, 0.6%, 5%, -5%, 6%, -4%, -7%, -0.4%
Cn1c(CCNC(=O)c2cccs2)nnc1SCC(=O)Nc1nc(-c2ccccc2)cs1
→ 3.4%, 1%, 0.3%, 1%, -34%, 6%, -11%, -44%, 0.4%
CCn1c(SCc2nc3cc(OC)c(OC)cc3c(=O)[nH]2)nnc1-c1ccncc1
→ -4.9%, 15%, -0.3%, 13%, 8%, 4%, -13%, 14%, -1.5%
O=C(C1CCCO1)N1CCN(c2ccccn2)CC1 (configuration not stated)
→ 1.6%, -21%[20 µM], -0.1%, 4%, -4%, 5%, -2%, -20%, -0.5%
O=C(c1ccccc1)n1ccc(-c2cnc(-c3ccccc3)s2)n1
→ 21%, -11%, -0.1%, 7%, -71%, -6%, 2%, -30%, 3.5%
CCN(C(=O)CSc1nnc(Cn2nnc3ccccc32)o1)c1nc(-c2ccccc2)cs1
→ -6.6%, 15%, -0.1%, 7%, 15%, 13%, 4%, 2%, -0.9%
O=C(C[n+]1ccccc1)N/N=C/c1ccccc1F
→ 2.1%, -26%, -0.4%, /, 12%, 0%, 13%, -20%, -0.9%
COc1ccccc1-c1nnc(SCC(=O)N2CCC(C)CC2)o1
→ 20%, -7%, -0.2%, 5%, 11%, 25%, -2%, 2%, -1.2%
COc1ccc([N+](=O)[O-])cc1NC(=S)NC(NC(=O)C(c1ccccc1)c1ccccc1)C(Cl)(Cl)Cl (configuration not stated)
→ -2.7%, 8%, -0.1%, 11%, -19%, 0%, 6%, 68%, -0.7%
Cc1ccc(NC(=O)CSc2ccc(-c3ccccn3)nn2)cc1
→ 3.2%, -1%, -0.5%, 5%, -42%, 6%, -1%, -4%, 1.4%
O=C(Nc1nnc(S(=O)(=O)N2CCCCC2)s1)c1ccc(Cl)cc1
→ -0.3%, -13%[20 µM], -0.1%, 11%, 48%, 3%, -8%, 38%, 8.9%
COc1ccc(CNC(=O)C(c2ccncc2)N(C(=O)Cc2cccs2)c2ccccc2)cc1 (configuration not stated)
→ 2.0%, -4%, -0.4%, 9%, 13%, 6%, 9%, 5%, 2.5%
O=Cc1c(NCc2ccc(Cl)cc2)c2ccccc2[nH]c1=O
→ 2.2%, 16%, -0.2%, 11%, 7%, 2%, 6%, 4%, -0.7%
C/C(=N/NC(=O)Cc1c(C)[nH][nH]c1=O)c1ccc(O)cc1
→ -1.1%, 6%, -0.2%, 25%, -3%, 31µM*, -7%, -8%, 0.6%
COc1cc(C(=O)N2CCN(S(=O)(=O)c3ccc(C)cc3)CC2)ccc1OCc1c(C)noc1C
→ 18%, 3%, -0.2%, 5%, 4%, 5%, -1%, -10%, 1.0%
COc1ccc2c(c1)c1nnc(SCC(=O)Nc3ccccc3F)nc1n2C
→ 0.4%, -18%[20 µM], 0.3%, 3%, 12%, 14%, 6%, 4%, 1.9%
CN(c1cccc(NC(=O)c2cccc([N+](=O)[O-])c2)c1)S(C)(=O)=O
→ -1.6%, -27%[20 µM], -0.1%, 9%, 5%, -5%, 8%, 12%, -2.8%
COc1cc(S(=O)(=O)NC2CCCC2)c(OC)cc1Cl
→ -4.7%, 18%, -0.1%, 10%, 3%, 0%, -3%, -11%, 0.7%
O=C(CSc1nc2c(sc3ccccc32)c(=O)n1CCCN1CCCC1)NCc1ccco1
→ -5.7%, 18%, -0.3%, 8%, 2%, 17%, 7%, -12%, 2.9%
Cc1coc2cc3oc(=O)cc(C)c3cc12
→ 4.8%, 4%, 0.1%, -7%, -1%, 3%, -9%, -3%, 0.2%
Cc1cc(C(=O)Nc2ccc(Cl)cc2)c2ccccc2n1
→ 13%, -77%[20 µM], 0.2%, 10%, 0%, 5%, -2%, 1%, 1.4%
NC(=S)c1cc2ccc(O)cc2oc1=O
→ -5.9%, 6%, -0.1%, 4%, 10%, 9%, 19%, -8%, -0.6%
NC(=O)c1cnn(C2CCS(=O)(=O)C2)c1 (configuration not stated)
→ -2.9%, -22%, 0.4%, 4%, 4%, 3%, 15%, -26%, 1.7%
CC(=O)OC(C)CS(=O)(=O)c1ccccc1 (configuration not stated)
→ -1.6%, 2%, -0.3%, 0%, -3%, 6%, 7%, -9%, 0.1%
CN1CCC(C2(O)c3ccccc3CCc3ccccc32)CC1
→ -1.7%, 15%, -0.1%, 3%, 14%, 3%, 10%, 23%, 0.2%
Nc1c(C(=O)Nc2ccccc2)sc2nc3c(c(-c4ccco4)c12)CCC3
→ 2.8%, -1%, -0.2%, 0%, 0%, 17%, 9%, -155%, -1.5%
CCCc1nc(SCC(=O)O)c2sc(=S)n(-c3ccccc3)c2n1
→ -0.8%, 12%, 0.3%, /, 24%, 11%, 8%, 4%, 2.4%
Cc1oc(-c2cccs2)nc1CS(=O)CC(=O)NCc1ccc2c(c1)OCO2 (configuration not stated)
→ 2.6%, -33%, -0.1%, 9%, -4%, 6%, -16%, 1%, 0.5%
Cc1ccc(S(=O)(=O)N2CCOCC2)c2nsnc12
→ -9.5%, 18%, 0.2%, 4%, 16%, 10%, 2%, 6%, 1.8%
CCSc1nc2sc3c(c2c(=O)n1-c1ccccc1)CCN(C(C)C)C3
→ -2.0%, -28%, -0.1%, 11%, 4%, 6%, 8%, 0%, 8.5%
CCN1C(=O)c2ccccc2S(=O)c2ccc(C(=O)NCCCN3CCCC3=O)cc21 (configuration not stated)
→ -2.8%, 29%, -0.1%, 5%, 8%, 4%, 1%, -12%, -0.1%
O=C(OCCN1CCCCC1)c1ccccc1Br
→ -3.2%, 38%, 0.0%, 7%, 11%, 17%, 12%, -1%, -1.8%
Cc1nc(N2CCN(S(=O)(=O)c3ccc(F)cc3)CC2)c2c(-c3cccs3)csc2n1
→ -1.4%, -34%, -0.5%, 5%, 13%, -5%, 8%, -34%, 0.5%
O=C(Nc1c2c(nn1-c1ccc([N+](=O)[O-])cc1)CS(=O)(=O)C2)c1ccccc1F
→ -5.8%, 7%, 0.1%, 10%, 3%, 4%, 4%, -14%, -0.3%
CCC(=O)N/N=C(\C)CC(=O)Nc1cc(Cl)ccc1C
→ 0.2%, -23%, 0.3%, 8%, 5%, -2%, -6%, -30%, 2.1%
O=C(c1cn(-c2ccccc2)nc1-c1ccc(Cl)s1)N1CCOCC1
→ -3.9%, -26%, 0.5%, 4%, 9%, 8%, 19%, -8%, -1.9%

Assay outcomes deposited in PubChem by several laboratories.
